Cardiac RTF inh: cardiac RTF calcium desensitization; inhibition, % at 7.15 µM; IANBD-labeled cardiac RTF, Ca2+ fluorescence; P19429+P45379; 0.12% of 340,000 active;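 active means inhibition above the mean inhibition of all tested compounds plus 3 SD, cut at about 17% in these data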;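 further: assay run at fixed EC70 calcium of 1.6 mM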
RTF Ca sens act: increases calcium sensitivity of human cardiac regulated thin filaments; P19429+P45379; IANBD-labeled TnC RTF fluorescence at EC20 calcium; 0% EC20 calcium, 100% full calcium; activation, % at 7.2 µM; 0.24% of 340,000 active;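 active means activation above the mean over all tested compounds plus 3 SD, cut at about 30% in these data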;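 further: rise in fluorescence read as greater calcium sensitivity of cardiac thin filaments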
Keap1-Nrf2 PPI: inhibitors of human Keap1-Nrf2 protein-protein interaction. Q14145. Keap1 Kelch-Nrf2 peptide fluorescence polarization, 1536-well. inhibition, % at 9.4 µM. 0.15% of 340,000 active; in the data active means inhibition above about 12%;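 further: human Keap1 Kelch domain with fluorescein labeled Nrf2 9mer peptide probe; 0% = neutral control wells and 100% = peptide positive control; higher means more block of Keap1 binding to Nrf2 peptide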
Target sequence (Q14145 whole entry, looked up, the tested form may be a part): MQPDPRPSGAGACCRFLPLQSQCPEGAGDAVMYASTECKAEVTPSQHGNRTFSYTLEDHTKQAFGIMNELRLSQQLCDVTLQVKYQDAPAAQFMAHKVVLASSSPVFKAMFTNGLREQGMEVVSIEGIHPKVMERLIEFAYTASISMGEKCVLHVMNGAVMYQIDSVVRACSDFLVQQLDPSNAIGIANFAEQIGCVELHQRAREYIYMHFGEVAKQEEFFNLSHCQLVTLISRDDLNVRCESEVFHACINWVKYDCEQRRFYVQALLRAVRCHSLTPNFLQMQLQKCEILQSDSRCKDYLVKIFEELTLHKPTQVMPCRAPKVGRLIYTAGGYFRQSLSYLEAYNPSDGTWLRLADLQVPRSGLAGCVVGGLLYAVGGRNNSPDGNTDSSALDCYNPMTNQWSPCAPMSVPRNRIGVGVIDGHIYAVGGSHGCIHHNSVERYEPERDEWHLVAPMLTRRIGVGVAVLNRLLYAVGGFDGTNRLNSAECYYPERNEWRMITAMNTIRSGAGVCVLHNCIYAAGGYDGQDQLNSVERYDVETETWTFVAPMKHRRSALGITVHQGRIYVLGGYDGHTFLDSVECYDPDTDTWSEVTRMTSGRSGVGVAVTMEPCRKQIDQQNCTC
V-ATPase pH: yeast V-ATPase proton transport regulation by pHLuorin. S. cerevisiae, pHLuorin cytosolic pH fluorescence. response, % at 10 µM. 0.37% of 350,000 active; in the data active means response mostly above about 7.3%, no sharp cut-off; inactive means mostly below about 5.4%; further: actives read high; inactives centre near 0; some compounds called inactive have numbers as strong as hits; reference of the scale not given here
CAL-PDZ inh HTS: inhibitors of human CAL PDZ peptide binding | 0.92% of 300,000 active | purified CAL PDZ, TMR-peptide fluorescence polarization, 1 h | Q9HD26 | inhibition, % at 24.9 µM | AID 602252;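 active means mean inhibition of at least 30% with at least half of replicates also reaching 30%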;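 further: 0% = DMSO neutral control and 100% = excess unlabeled competitor peptide PRC23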
MOR-DOR ag: OPRM1-OPRD1 heterodimerization agonism. cells, luminescence. activation, % at 9.3 µM. 0.3% of 340,000 active; in the data active means activation above about 18%;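 further: 0% = vehicle-treated cells and 100% = reference agonist; values of inactives mirror those of a sister screen read the other way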
LANA DNA inh: KSHV C-LANA DNA binding inhibition; MBP-C-LANA/FAM-LBS DNA binding, fluorescence polarization; inhibition, % at 9 µM; 0.078% of 340,000 active;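 active means highest replicate inhibition at or above 60% at 9 µM, even if other replicates fall short; inactive means all replicates below 60% inhibition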;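 further: 0% = neutral control wells and 100% = 4 µM acridine orange control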
OPRM1-OPRD1 inv: inverse agonist of human OPRM1-OPRD1 heterodimerization; P35372+P41143; cell-based MOR-DOR heterodimer luminescence, inverse agonism; inhibition, % at 9.3 µM; 0.21% of 340,000 active; AID 504357; in the data active means inhibition above about 22%, passing the limit was not always enough;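 further: 0% = cells with DMSO and 100% = wells without cells with DMSO; values of inactives mirror those of a sister screen read the other way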
HTR5A inv ag: HTR5A inverse agonism, opioid heterodimer counter-screen | P47898 | HTR5A cell line, luminescence | inhibition, % at 9.3 µM | 0.083% of 340,000 active | AID 504634; in the data active means inhibition mostly above about 23%, no sharp cut-off; inactive means mostly below about 18%;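 further: 0% = cells with DMSO and 100% = no-cell wells with DMSO; some compounds called inactive have numbers as strong as hits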
Target sequence (P47898 whole entry, looked up): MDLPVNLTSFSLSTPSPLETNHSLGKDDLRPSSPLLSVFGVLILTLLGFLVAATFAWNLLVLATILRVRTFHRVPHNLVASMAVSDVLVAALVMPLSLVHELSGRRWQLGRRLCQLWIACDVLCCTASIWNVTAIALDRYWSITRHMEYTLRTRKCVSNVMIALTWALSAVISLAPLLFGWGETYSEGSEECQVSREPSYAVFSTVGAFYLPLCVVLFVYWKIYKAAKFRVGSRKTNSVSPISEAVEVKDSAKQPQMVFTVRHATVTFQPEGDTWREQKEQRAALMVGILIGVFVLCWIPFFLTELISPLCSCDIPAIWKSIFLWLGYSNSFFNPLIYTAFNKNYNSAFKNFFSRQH
HTR5A ag: activates human HTR5A in OPRM1-OPRD1 agonist counter-screen. P47898. HTR5A agonist assay, luminescence, cell-based. activation, % at 9.3 µM. 0.61% of 340,000 active. AID 504692; in the data active means activation mostly above about 9.5%, no sharp cut-off; inactive means mostly below about 7.6%;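 further: 0% = cells with vehicle only and 100% = reference agonist; strong numbers were not always called active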
* hit, by the source's call; / = no result given. Rows are unselected; any-hit rate near 2.8%.

SMILES	Cardiac RTF inh	RTF Ca sens act	Keap1-Nrf2 PPI	V-ATPase pH	CAL-PDZ inh HTS	MOR-DOR ag	LANA DNA inh	OPRM1-OPRD1 inv	HTR5A inv ag	HTR5A ag
COc1ccccc1OCC(=O)NC1CCSc2ccccc21 (stereo not drawn)	-5	-1	3	0	-1	-1.5	0.6	6	16	1
COc1ccc(Cc2nnc(NC(=O)CSc3ccccc3)s2)cc1OC	-1	3	1	4	-2	-1.8	0.1	9	-10	3
C=CCSc1nnc(CCc2ccccc2)n1N	-5	-5	-2	3	-2	2.1	-3.1	-14	-25	8
CC(C)NC(=O)COc1coc(CN2CCN(c3cccc(Cl)c3)CC2)cc1=O	1	4	1	0	-6	-1.5	0.5	8	10	1
O=C(NNc1c2ccccc2nc2ccccc12)c1cccc(O)c1	1	11	-6	-1	-4	-4.4	0.7	21	10	-3
CC(C)CC(=O)Nc1nnc(S(=O)(=O)N(C)Cc2ccco2)s1	2	-1	-3	7	-3	-1.7	0.3	9	-12	3
CN(C)S(=O)(=O)c1ccc(C(=O)NCC2(N3CCOCC3)CCCCC2)cc1	-8	-2	0	8	6	-3.8	0.1	15	8	-3
CC[C@H](C)/C=C(C)/C=C/C1=CC2=CC(=O)[C@]3(C)OC(=O)[C@@H](C(C)=O)[C@@H]3C2=CO1	-30	15	-7	-3	-3	-0.6	11	3	-3	4
O=C(Nc1ccc(C(=O)N2CCCCC2)cc1)c1cccs1	11	2	-5	4	-1	1.7	-0.6	-10	10	-4
Cc1cccc(NC(=O)CCN2CCC(C(N)=O)CC2)c1	1	6	2	0	4	-0.5	-6.8	2	-14	4
CCOc1ccc(S(=O)(=O)NCc2cccnc2)cc1	-9	2	-1	3	-2	-0.9	-2.1	5	8	-2
CC(C)(CCO)Nc1ncnc2onc(-c3ccc(F)cc3)c12	2	-4	-2	-1	10	-2.6	-2.6	12	13	-4
O=[N+]([O-])c1cccc(-c2nnc3n2CCCCC3)c1	2	2	-4	-1	/	0.1	-0.9	-1	0	0
Cc1ccc(S(=O)(=O)N2CCC(C(=O)NCCc3ccc(S(N)(=O)=O)cc3)CC2)cc1	-9	0	0	0	8	0.8	0.5	-4	-3	2
Cc1nn(CC(=O)N2CCCc3ccccc32)c(C)c1[N+](=O)[O-]	-7	-2	3	-4	5	1.8	0.4	-13	5	-2
CC(=O)c1c(N2CCCCC2)nc(=O)n(-c2ccccc2)c1C	-1	-1	3	2	-2	-3.0	2.8	15	23	-10
c1ccc(-c2nc3ccccc3[nH]2)nc1	0	1	-4	-1	1	-2.2	0.0	10	-2	0
COc1ccccc1CNC(=O)C1CC2Cn3c(nc4cc(C)c(C)cc43)C2N1C (stereo not drawn)	-2	0	-10	4	-2	-1.4	-7.7	8	1	2
N#CC(OC(=O)c1ccccc1)c1cccc([N+](=O)[O-])c1 (stereo not drawn)	-2	-6	2	-1	-2	-0.6	-0.2	3	1	0
Cc1cccc(N2CCN(c3nc4ccccc4n4cnnc34)CC2)c1C	-11	-2	-1	4	-1	-0.5	1.4	2	-15	5
O=C(Nc1cccc2cccnc12)c1ccc2c(c1)OCCO2	-3	-3	1	-1	-5	-1.6	-0.3	8	1	0
COc1ccc(NC(=O)CSc2nnnn2-c2ccccc2F)cc1	-10	-3	-2	-1	-5	-1.5	-0.2	7	16	-4
Cc1nc(SCCO)c2oc3ccccc3c2n1	-2	-2	-7	2	-2	-1.1	0.2	6	-27	-4
Cc1ccc(S(=O)(=O)N2CCOCC2)cc1NC(=O)COC(=O)CCC(=O)c1cccs1	2	1	0	1	8	-0.6	-0.6	4	9	7
COc1ccc(Nc2nc(C(F)(F)F)nc(C)c2C#N)cc1	0	-14	-5	-5	-2	-2.1	1.7	11	-6	0
COC(=O)c1ccc(COC(=O)c2cnccn2)cc1	-11	2	-3	-3	1	-4.4	1.5	20	16	4
COc1ccc(CCNC(=O)c2cccc(S(=O)(=O)N3CCCCCC3)c2)cc1	-2	-3	-2	-1	5	-0.2	-1.9	1	33	-13
CCOC(=O)c1ccc2c(c1)n(CC)c(C)[n+]2CC	-8	3	-1	0	4	0.9	-1.0	-5	8	0
COC(=O)c1cn(NC(=O)Cn2nc([N+](=O)[O-])c(Br)c2C)c(=O)c2ccccc12	-4	6	-4	1	3	-1.2	-0.9	6	-12	1
CC1(C)Oc2ccc3ccc(=O)oc3c2C[C@H]1O	-2	0	-3	4	-7	-3.1	0.8	18	1	2
CCCC(=O)NC(c1cccs1)c1cc([N+](=O)[O-])c2cccnc2c1O (stereo not drawn)	-12	-17	-6	-5	/	-2.5	-1.7	14	-3	1
CCc1ccc(/C=C2\CN(CC)Cc3c2nc2ccccc2c3C(=O)O)cc1	-14	3	-11	3	29	-2.0	2.0	11	-5	2
Cc1nn(CC(=O)NCCc2ccccc2)c(=O)c2ccccc12	-9	5	-8	-1	/	-2.6	-1.6	14	-4	1
C/C(CCC(C)C)=N\NS(=O)(=O)c1ccc(C)c([N+](=O)[O-])c1	0	0	0	-1	16	-2.2	0.1	11	16	10
CC(CNC(=O)C(=O)NC(C)CCc1ccccc1)Cc1ccccc1 (stereo not drawn)	-3	-3	-2	-1	-6	-2.1	0.2	12	-23	6
COc1cccc(-c2nnc3n2N=C(c2cccc(Br)c2)CS3)c1	-4	7	0	1	-5	-0.1	0.7	1	11	-5
COc1ccccc1C(CNC(=S)NCc1ccccc1)N1CCCC1 (stereo not drawn)	17	-2	4	-3	9	0.8	-2.7	-4	1	0
OC(COCC1CC=CCC1)Cn1cnc2ccccc21 (stereo not drawn)	0	1	-6	-15	-2	-1.2	-0.6	6	-9	5
O=C(NCCS(=O)(=O)NCCc1ccccc1)c1ccc2c(c1)OCO2	-21	2	0	1	-4	2.0	-1.8	-13	-45	16
O=C(CSc1n[nH]c(-c2cccnc2)n1)Nc1ccc([N+](=O)[O-])cc1	-2	1	-2	-1	-1	-1.4	-1.4	9	5	-3
CCc1ccc(/C(C)=N/NC(=O)C(O)c2ccccc2)s1 (stereo not drawn)	-5	-2	-4	3	0	-0.7	-0.4	4	2	2
CCOC(=O)C(=CNNc1c(C)csc1C(=O)OC)C(=O)OCC	-1	-6	-2	-6	-8	-1.9	-0.7	10	-3	0
Cc1sc2nc(SCC(=O)Nc3cccc(S(N)(=O)=O)c3)[nH]c(=O)c2c1C	10	1	-8	3	-5	-1.5	-0.6	6	-5	2
CCOC(=O)CSCc1c(C#N)c2ccccc2n1C	-12	-6	1	0	-3	-0.2	0.0	1	-3	0
C=CCn1c(=S)[nH]c2ccc(Br)cc2c1=O	-8	0	-7	3	-3	1.7	-1.1	-9	-3	1

Three structures out of the list, arranged by molecular weight, highest first:
SMILES	Cardiac RTF inh	RTF Ca sens act	Keap1-Nrf2 PPI	V-ATPase pH	CAL-PDZ inh HTS	MOR-DOR ag	LANA DNA inh	OPRM1-OPRD1 inv	HTR5A inv ag	HTR5A ag
CCc1ccc(/C=C2\CN(CC)Cc3c2nc2ccccc2c3C(=O)O)cc1	-14	3	-11	3	29	-2.0	2.0	11	-5	2
C/C(CCC(C)C)=N\NS(=O)(=O)c1ccc(C)c([N+](=O)[O-])c1	0	0	0	-1	16	-2.2	0.1	11	16	10
CCc1ccc(/C(C)=N/NC(=O)C(O)c2ccccc2)s1 (stereo not drawn)	-5	-2	-4	3	0	-0.7	-0.4	4	2	2

Next results
SMILES	Cardiac RTF inh	RTF Ca sens act	Keap1-Nrf2 PPI	V-ATPase pH	CAL-PDZ inh HTS	MOR-DOR ag	LANA DNA inh	OPRM1-OPRD1 inv	HTR5A inv ag	HTR5A ag
COc1ccc(OC)c(NS(=O)(=O)c2c(C(=O)N3CCCCCC3)c(C)n(C)c2C)c1	5	2	-4	-2	-2	-2.4	-1.5	13	-1	0
COCCn1c(N)c(N(Cc2ccccc2)C(=O)Cc2c(Cl)cccc2Cl)c(=O)[nH]c1=O	-4	0	2	-2	-5	-2.3	-1.0	11	-8	3
O=C1CCCC2=C1C1(CCCCC1)N=C(Nc1nc3ccccc3s1)N2	-3	5	-4	2	/	-0.3	-0.6	1	-1	4
COc1ccc(Cn2c(CCC(=O)Nc3ccccc3)nc3cccnc32)cc1	-11	0	-4	-2	-4	-1.8	0.0	9	-18	2
CC(C)C[C@H](NC(=O)c1[nH]cnc1C(=O)N[C@H](C)c1ccccc1)C(=O)OCc1ccccc1	-26	0	-4	5	-3	2.6	-0.1	-15	-33	2
COc1cc2c(cc1OC)[C@H](C)N(C(=O)CSc1nc(O)c(C(C)C)c(=O)[nH]1)CC2	-6	6	1	1	-5	-1.4	-3.7	7	-10	3
Cc1c(C(=O)Nc2ccc(N3CCOCC3)cc2)cccc1[N+](=O)[O-]	-7	0	1	2	7	-0.5	0.8	2	39	-3
CC1CCC(NC(=O)CC(C)(C)Cc2nc3ccccc3c(=O)[nH]2)CC1 (stereo not drawn)	-4	-1	-8	-2	-2	-2.3	0.4	13	8	0
O=C(CSc1nnc2ccccn12)c1ccc(OC(F)F)cc1OC(F)F	-7	4	3	0	-7	-2.6	1.2	14	-1	0
COC1CCN(C(=O)CC2C(=O)NCCN2CC(C)(C)C)CC1 (stereo not drawn)	7	0	8	-2	-1	-0.2	0.5	1	3	-4
CCOc1ccc(CNC(=O)CCSCc2ccccc2F)cc1OC	8	4	-5	3	-4	1.9	0.6	-10	-6	2
Cc1cccc(N(CC(=O)NCCc2ccccc2)C(=O)c2csnn2)c1	-9	-4	1	5	0	-1.5	0.7	10	-9	3
O=C(Nc1cc([N+](=O)[O-])ccc1F)c1ccc2c(c1)OCCO2	-2	-1	-6	-1	5	0.1	-1.0	-1	2	-1
Cc1ccccc1-c1c(C)oc2cc(O)ccc2c1=O	12	-3	-1	2	-2	1.6	-0.1	-10	-19	7
C[C@@H]1CCC[C@]2(O[C@@H](CCO)C[C@@H](O)[C@@H]2O)O1	2	6	-3	-4	-4	-1.5	1.3	8	7	4
CCN1CCN(C(=O)c2cc3c(s2)-c2ccccc2S(=O)(=O)C3)CC1	1	-2	2	4	-2	-1.6	2.8	10	-18	6
O=C(CSc1nc2ccccc2c2nc3ccccc3n12)NCc1ccco1	-1	1	-15	0	-5	-1.7	-0.3	11	-4	-1
CC(C)n1c(Sc2nccn2C)nc2c1c(=O)n(C)c(=O)n2C	-2	4	6	-1	-3	2.7	-0.7	-16	1	0
CCOC(=O)c1[nH]c2ccc(OC)cc2c1NC(C)=O	3	6	-3	-2	-6	0.9	0.4	-5	3	-1
Cc1ccc(C)c2c1[nH]c1ccc([N+](=O)[O-])cc12	-10	4	-1	-1	-1	2.5	1.5	-13	-6	4
C=CCn1c(COc2ccc(Cl)cc2)nnc1SCC(=O)N1CC(=O)Nc2ccccc21	-2	-2	5	2	-5	-1.4	1.7	7	-3	1
COc1ccccc1NC(=O)C(C)OC(=O)C1COc2ccccc2O1 (stereo not drawn)	-9	15	22*	0	/	-1.7	9.7	9	10	-3
Cc1ccccc1NC(=O)NCc1ccco1	-4	14	-4	8	-1	0.3	-1.6	-2	-52	3
O=C(COC(=O)/C=C/c1cccs1)Nc1ccccc1Cl	-4	0	1	4	3	-3.8	0.3	19	-1	0
Cc1cc2c(cc1S(=O)(=O)N1CCN(c3cccc(C)c3C)CC1)OCC(=O)N2	-1	5	0	-2	/	5.4	1.7	-30	-16	-1
O=C(NNC(=S)NC(=O)c1ccccc1[N+](=O)[O-])c1ccc(Cl)cc1Cl	-13	5	0	0	4	-3.8	0.0	22	1	-1

Assay outcomes from PubChem BioAssay.
